D2 PAM: positive allosteric modulators of human D2 dopamine receptor. HEK293 T-REx D2, calcium flux, EC20 dopamine potentiation. actives 0.34% (n = 340,000). P14416. AID 485347. potentiation, % at 10 µM;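 active = potentiation over 3 SD above the plate norm, cut at about 30% in these data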; note: 0% is about no effect
Target sequence (P14416 whole entry, looked up): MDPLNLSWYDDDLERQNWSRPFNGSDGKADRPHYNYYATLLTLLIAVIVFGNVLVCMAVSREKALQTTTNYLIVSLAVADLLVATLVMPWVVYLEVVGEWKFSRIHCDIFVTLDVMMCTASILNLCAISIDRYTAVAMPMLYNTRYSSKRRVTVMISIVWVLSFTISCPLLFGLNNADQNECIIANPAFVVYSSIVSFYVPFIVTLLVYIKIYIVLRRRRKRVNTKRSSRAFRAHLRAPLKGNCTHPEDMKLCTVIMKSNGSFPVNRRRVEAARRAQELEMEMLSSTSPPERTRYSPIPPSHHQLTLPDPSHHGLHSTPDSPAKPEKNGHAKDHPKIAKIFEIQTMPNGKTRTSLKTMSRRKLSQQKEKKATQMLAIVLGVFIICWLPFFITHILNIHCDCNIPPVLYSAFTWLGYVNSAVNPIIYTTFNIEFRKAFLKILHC
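Primary screen. Calcium kinetics in induced HEK293 T-REx D2 cells: compound pre-addition 180 s, EC20 dopamine, 180 s more.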
D2 ag: activates the human D2 dopamine receptor. HEK293 T-REx D2 cells, calcium flux agonist mode. P14416. activation, % at 2 µM. actives 0.53% (n = 340,000);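 active = activation over 3 SD above normal in the single-dose calcium agonist read, cut at about 30% in these data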; note: 0% is about no effect
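Tetracycline-induced HEK293 T-REx cells with force-coupled D2 receptor, plated overnight at 30 C, loaded with no-wash calcium dye. After a 10 s baseline, compound was pin-added and calcium flux read kinetically for 180 s; calcium rises flagged agonists.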
TRHR ag: TRH receptor (human) agonism; P34981; TRHR cells, calcium flux fluo-8, FDSS agonist mode; activation, % at 2 µM; actives 0.18% (n = 360,000); AID 493084; note: 0% is about no effect
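TRHR-expressing cells loaded with fluo-8 calcium dye; 23 nL library compound pin-transferred, kinetic FDSS fluorescence (Ex 480/Em 530) recorded about 180 s for agonist-induced calcium release, before a 10 nM TRH EC20 addition for potentiator mode.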
D1 ag: agonists of human D1 dopamine receptor; P21728; activation, % at 2 µM; HEK293 T-REx D1 cells, calcium flux, agonist mode; actives 1% (n = 360,000); note: 0% is about no effect
Target sequence (P21728 whole entry, looked up): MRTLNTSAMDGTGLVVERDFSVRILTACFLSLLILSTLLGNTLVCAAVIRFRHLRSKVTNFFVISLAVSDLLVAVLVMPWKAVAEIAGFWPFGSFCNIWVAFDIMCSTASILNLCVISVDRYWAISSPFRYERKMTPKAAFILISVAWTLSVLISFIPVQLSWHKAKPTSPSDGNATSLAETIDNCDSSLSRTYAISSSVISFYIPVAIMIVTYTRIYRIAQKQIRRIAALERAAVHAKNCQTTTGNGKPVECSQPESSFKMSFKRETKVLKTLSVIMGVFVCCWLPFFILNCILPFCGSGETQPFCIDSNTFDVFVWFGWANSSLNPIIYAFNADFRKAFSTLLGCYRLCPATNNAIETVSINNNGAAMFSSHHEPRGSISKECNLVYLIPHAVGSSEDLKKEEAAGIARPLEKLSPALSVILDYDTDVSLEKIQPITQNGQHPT
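Inducible HEK293 T-REx D1 cells, force-coupled to calcium signalling, were plated at 4000 cells/well with tetracycline and held overnight at 30 C. After no-wash calcium dye loading, compound-evoked calcium rise over 180 s flagged agonists.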
TRHR PAM: TRH receptor (human) allosteric enhancement | TRHR cells, fluo-8 calcium fluorescence, EC20 TRH enhancement | enhancement, % at 2 µM | actives 0.66% (n = 360,000) | AID 493056; in the data active = enhancement above about 30%; note: 0% is about no effect
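Enhancer read-out: after compound pinning and an initial kinetic agonist-mode read, an EC20 of TRH (10 nM final) was injected and fluo-8 calcium signal (Ex 480/Em 530) followed at 1 s/cycle for 100 cycles in TRHR-expressing cells.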
D1 antagonist: blocks dopamine activation of the human D1 receptor. P21728. actives 3.2% (n = 360,000). activity change, negative = inhibition, % at 10 µM. HEK293 TREx D1 cells, calcium flux, dopamine EC80; active compounds read low; in the data active = activity change below about -30%; note: % is set by controls: 0 for no effect and ±100 for the full control effect
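Kinetic fluorescence of a calcium dye serves as the read-out. D1-expressing Hek293 Trex cells, induced overnight at 30 C, are exposed to compound for 180 s before an EC80 dopamine addition, then read 180 s further.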
RXFP1 antagonist: blocks the human relaxin receptor RXFP1; activity change, negative = inhibition, % at 57.5 µM; AID 1259400; HEK293-RXFP1, relaxin-stimulated cAMP HTRF, 30 min; active compounds read low; actives 0.59% (n = 350,000); Q9HBX9;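 active = activity change of -60% or lower, but not beyond a set lower limit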; note: % is set by controls: 0 for no effect and ±100 for the full control effect
D1 PAM: potentiators of human D1 dopamine receptor; actives 0.036% (n = 360,000); HEK293 TREx D1 cells, calcium flux, dopamine EC20 potentiation; potentiation, % at 10 µM; P21728; in the data active = potentiation above about 30%; note: 0% is about no effect
D2 antagonist: antagonists of human D2 dopamine receptor; P14416; HEK293 TREx D2 cells, calcium flux, dopamine EC80; inhibition, % at 10 µM; actives 2% (n = 340,000); in the data active = inhibition above about 30%; note: 0% is about no effect
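Compounds are added to dye-loaded, induced HEK293 T-REx cells coupled to calcium release via D2; after a 3 min kinetic read an EC80 dopamine stimulus is given and fluorescence is recorded for 3 more min.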
The depositor's hits bear a star; / = not tested or not shown. Cut-off read from the data, not from the text of the source, unless noted: active = activation above about 30%; inactive = the rest.

Second line of a record – D2 PAM, D2 ag, TRHR ag, D1 ag, TRHR PAM, D1 antagonist, RXFP1 antagonist, D1 PAM, D2 antagonist
1	O=C(CCn1nc(-c2ccc(Cl)cc2)c2ccccc2c1=O)NCC1CCCO1 (stereo not drawn)
    6, 0.7, -0.3, 0, 15, 20, -9, 4, -20
2	Cc1nn(C)cc1/C=C/C(=O)c1ccc(O)cc1
    1, 0.1, 0.3, 5, 6, -7, -7, 0, -10
3	O=C(O)c1ccc2c(=O)n3c(nc2c1)/C(=C/c1ccc(Cl)c([N+](=O)[O-])c1)CC3
    /, 4.6, 0.5, 0, 1, -25, 10, -3, 5
4	COc1ccc(S(=O)(=O)Cc2ccc(C(=O)NCC(OC)OC)o2)cc1
    8, 0.6, 0.4, 1, -2, 10, 2, -3, 11
5	C=CCn1c(SCC(=O)NC2CCS(=O)(=O)C2)nc2sc(CC)cc2c1=O (stereo not drawn)
    -3, -0.3, 0.1, 1, -6, -12, -3, -2, 2
6	COc1ccc(Cc2nnc(NS(C)(=O)=O)s2)cc1
    -3, 0.9, 0.4, -3, 1, -13, 1, 3, -10
7	Cn1cnnc1SCC(=O)NCc1ccccc1
    -1, 0.6, 0.8, 1, 1, -9, -16, -6, 5
8	O=C1CCS/C(=N\N=C\c2ccc(Cl)cc2Cl)N1
    9, /, -0.2, 0, 4, -7, -6, -2, /
9	NC(=O)c1oc2ccccc2c1NC(=O)c1ccc([N+](=O)[O-])o1
    3, -0.1, 0.3, 3, -2, 15, -12, /, -3
10	COc1cc(OC)cc(C(=O)Nc2nnc(SCC(=O)NCC3CCCO3)s2)c1 (stereo not drawn)
    14, 0.6, 0.5, 1, -4, 10, -8, 0, -7
11	Cc1cccnc1NC(=O)c1csnn1
    -24, 0.3, 0.6, 1, -6, -16, -2, -3, -3
12	O=C(c1ccc(Cl)c(S(=O)(=O)N2CCCCC2)c1)N1CCCCC1
    -5, 0.1, -0.6, 4, -3, 18, 3, 3, -8
13	COc1ccc(NC(=O)NC2(C(=O)N3CCCC(C)C3)CCCCC2)cc1 (stereo not drawn)
    11, 0.1, 0.0, 1, 2, 8, 3, -4, 3
14	COC(=O)CSc1nnc(-c2ccccn2)n1Cc1ccco1
    -9, 0.1, -0.4, 0, 4, -13, 0, 1, -18
15	N#C/C(=C/c1cn(-c2ccccc2)nc1-c1cccc(S(=O)(=O)N2CCOCC2)c1)C(=O)NCc1ccco1
    -6, 0.0, 0.2, 4, -3, -2, -5, -7, -9
16	Cc1cc(C)c2c(CN3CCC(C)CC3)cc(=O)oc2c1C
    7, -1.8, -0.7, 4, -1, 10, 1, 9, 17
17	CC1(C)Cc2nc3sc4c(N(CCO)CCO)nnnc4c3cc2CO1
    -3, /, 0.2, 8, 30*, -4, 16, -9, /
18	COCCNC(=S)N1CCc2cc(OC)c(OC)cc2C1COc1ccc(C(C)C)cc1 (stereo not drawn)
    2, 1.1, -0.2, 5, 3, -14, 14, -3, 5
19	C=C(C)C1CC=C(CN2CCC(O)CC2)CC1 (stereo not drawn)
    -2, 6.4, 0.3, 2, 4, -3, 33, -1, 16
20	CN(Cc1ccccc1)Cc1c(O)ccc2c(=O)c(-c3ccccc3)c(C(F)(F)F)oc12
    22, -2.0, -0.5, 1, 9, -8, /, -4, /
21	CCn1c(CNC(=O)C2CCCCC2)cc2ccccc21
    1, -0.7, -0.5, 2, -5, 1, -2, -2, 2
22	C=CCn1c(Sc2nnc(C)s2)nc2c1c(=O)[nH]c(=O)n2C
    12, 0.3, 0.2, 2, 22, -3, 19, -1, -8
23	COc1cc2c(cc1NC(=O)CSc1ccccc1)oc1ccccc12
    -1, 0.3, 1.8, 7, 1, 0, -15, -4, -3
24	Cc1nnc(N(C)C(=O)c2ccccn2)s1
    -3, -0.1, 0.8, 2, -2, 27, /, -4, -12
25	Nc1c(C(=O)Nc2ccc(F)c(F)c2)sc2nc(-c3ccncc3)ccc12
    -17, 1.3, 0.8, 5, 1, -4, /, -3, /
26	O=C(Nc1cccc(-c2nc3ccccc3o2)c1)C(F)(F)F
    1, 0.0, -0.7, -4, 3, 11, -30, 1, /
27	CCCCOc1ccc(C(=O)N2CCNC(=O)C2CC(=O)OC(C)C)cc1 (stereo not drawn)
    0, 1.9, 0.3, 4, 7, 27, -2, -1, -6
28	CC(C)N1CCN(Cc2ccc(C#CC(C)(C)O)cc2)CC1CCO (stereo not drawn)
    2, 1.5, 1.2, 1, 4, -6, 5, -1, 11
29	CC(C)NC(=O)COCc1cc(-c2ccc3c(c2)OCO3)on1
    7, 0.5, 0.7, 4, 6, 1, 11, 0, -1
30	COc1ccc(CCNS(=O)(=O)c2ccc3c(c2)NC(=O)C(C)S3)cc1OC (stereo not drawn)
    3, -0.4, -0.6, 9, 14, 9, -23, -6, -3

Of the compounds above, these contain a CF3 group:
Second line of a record – D2 PAM, D2 ag, TRHR ag, D1 ag, TRHR PAM, D1 antagonist, RXFP1 antagonist, D1 PAM, D2 antagonist
20	CN(Cc1ccccc1)Cc1c(O)ccc2c(=O)c(-c3ccccc3)c(C(F)(F)F)oc12
    22, -2.0, -0.5, 1, 9, -8, /, -4, /
26	O=C(Nc1cccc(-c2nc3ccccc3o2)c1)C(F)(F)F
    1, 0.0, -0.7, -4, 3, 11, -30, 1, /

Next records.
Second line of a record – D2 PAM, D2 ag, TRHR ag, D1 ag, TRHR PAM, D1 antagonist, RXFP1 antagonist, D1 PAM, D2 antagonist
31	CC(=O)c1cc(OC(=O)c2ccncc2)ccc1OC(=O)c1ccncc1
    /, 0.1, 0.4, 6, 0, -8, -3, -6, -9
32	CC(C)c1ccc(C2c3c(oc4ccc(Cl)cc4c3=O)C(=O)N2CCCN2CCOCC2)cc1 (stereo not drawn)
    -3, -1.1, -0.6, 4, 1, -14, -5, -4, /
33	CCC(C)(C(=O)NC1CCCC1)N(C(=O)c1ccccn1)c1ccc(C)cc1 (stereo not drawn)
    5, 0.1, 0.2, 2, -3, 1, -1, -3, 4
34	Nc1c2c(nc3ccccc13)N(c1ccccc1)CC2
    -16, 0.4, 1.3, -3, 3, -5, -8, -1, 5
35	CC1Cc2ccccc2N1C(=O)C1CCN(S(=O)(=O)c2cccs2)CC1 (stereo not drawn)
    -13, 0.1, -0.6, 2, -4, -13, -34, -7, 0
36	CCOC(=O)c1cccc(NC(=O)C(C)N2C(=O)c3ccccc3C2=O)c1 (stereo not drawn)
    20, 0.4, -0.6, 2, -5, -4, -7, -7, 1
37	CCCc1nc2ccccc2c(C(=O)OCC(=O)c2ccc3c(c2)NC(=O)CO3)c1CC
    -7, -1.5, -0.3, 0, 6, -5, 3, 1, -8
38	Cc1c(Cl)cccc1N1C(N)=C(C#N)C(c2cc(CN3CCOCC3)cs2)C2=C1CCCC2=O (stereo not drawn)
    -8, -0.6, -0.5, 0, 7, 22, -6, -5, /
39	Cc1ccc(NC(=O)CCCC2CCCCC2)c(O)c1
    -2, 0.4, 0.0, 6, 14, -1, -14, -4, -2
40	COc1ccc(/C=N/c2c(-c3ccc(OC)cc3)nc3n2CCS3)cc1
    /, /, -0.4, 2, -1, -1, -1, 4, /

Ordered by molecular weight (descending): 17 of the compounds above
Second line of a record – D2 PAM, D2 ag, TRHR ag, D1 ag, TRHR PAM, D1 antagonist, RXFP1 antagonist, D1 PAM, D2 antagonist
38	Cc1c(Cl)cccc1N1C(N)=C(C#N)C(c2cc(CN3CCOCC3)cs2)C2=C1CCCC2=O (stereo not drawn)
    -8, -0.6, -0.5, 0, 7, 22, -6, -5, /
32	CC(C)c1ccc(C2c3c(oc4ccc(Cl)cc4c3=O)C(=O)N2CCCN2CCOCC2)cc1 (stereo not drawn)
    -3, -1.1, -0.6, 4, 1, -14, -5, -4, /
30	COc1ccc(CCNS(=O)(=O)c2ccc3c(c2)NC(=O)C(C)S3)cc1OC (stereo not drawn)
    3, -0.4, -0.6, 9, 14, 9, -23, -6, -3
35	CC1Cc2ccccc2N1C(=O)C1CCN(S(=O)(=O)c2cccs2)CC1 (stereo not drawn)
    -13, 0.1, -0.6, 2, -4, -13, -34, -7, 0
25	Nc1c(C(=O)Nc2ccc(F)c(F)c2)sc2nc(-c3ccncc3)ccc12
    -17, 1.3, 0.8, 5, 1, -4, /, -3, /
33	CCC(C)(C(=O)NC1CCCC1)N(C(=O)c1ccccn1)c1ccc(C)cc1 (stereo not drawn)
    5, 0.1, 0.2, 2, -3, 1, -1, -3, 4
36	CCOC(=O)c1cccc(NC(=O)C(C)N2C(=O)c3ccccc3C2=O)c1 (stereo not drawn)
    20, 0.4, -0.6, 2, -5, -4, -7, -7, 1
40	COc1ccc(/C=N/c2c(-c3ccc(OC)cc3)nc3n2CCS3)cc1
    /, /, -0.4, 2, -1, -1, -1, 4, /
23	COc1cc2c(cc1NC(=O)CSc1ccccc1)oc1ccccc12
    -1, 0.3, 1.8, 7, 1, 0, -15, -4, -3
31	CC(=O)c1cc(OC(=O)c2ccncc2)ccc1OC(=O)c1ccncc1
    /, 0.1, 0.4, 6, 0, -8, -3, -6, -9
28	CC(C)N1CCN(Cc2ccc(C#CC(C)(C)O)cc2)CC1CCO (stereo not drawn)
    2, 1.5, 1.2, 1, 4, -6, 5, -1, 11
22	C=CCn1c(Sc2nnc(C)s2)nc2c1c(=O)[nH]c(=O)n2C
    12, 0.3, 0.2, 2, 22, -3, 19, -1, -8
26	O=C(Nc1cccc(-c2nc3ccccc3o2)c1)C(F)(F)F
    1, 0.0, -0.7, -4, 3, 11, -30, 1, /
21	CCn1c(CNC(=O)C2CCCCC2)cc2ccccc21
    1, -0.7, -0.5, 2, -5, 1, -2, -2, 2
39	Cc1ccc(NC(=O)CCCC2CCCCC2)c(O)c1
    -2, 0.4, 0.0, 6, 14, -1, -14, -4, -2
34	Nc1c2c(nc3ccccc13)N(c1ccccc1)CC2
    -16, 0.4, 1.3, -3, 3, -5, -8, -1, 5
24	Cc1nnc(N(C)C(=O)c2ccccn2)s1
    -3, -0.1, 0.8, 2, -2, 27, /, -4, -12

The listing continues:
Second line of a record – D2 PAM, D2 ag, TRHR ag, D1 ag, TRHR PAM, D1 antagonist, RXFP1 antagonist, D1 PAM, D2 antagonist
41	O=C(NC(=S)Nc1ccccc1N1CCOCC1)c1ccccc1F
    14, 0.0, 0.7, 1, 10, 1, -38, 5, -10
42	CC(=O)N(C(C)=O)c1c(N2CCOCC2)c2ccccc2oc1=O
    -6, 0.4, 0.2, 4, 0, -3, -1, 1, 11
43	CC(C)C(C)(C#N)NC(=O)CSc1nc2scc(-c3ccc(F)cc3)c2c(=O)n1Cc1ccccc1 (stereo not drawn)
    5, -0.3, 0.4, 1, 6, 0, -30, -7, -9
44	CCCn1c(SCC(=O)NNC(=O)c2ccc(OC)cc2)nnc1C(C)C
    14, -0.8, 0.3, 3, -13, 13, 4, -4, 13
45	O=C(Nc1ccc(F)cc1)c1csc2c1CCCCC2
    /, -0.2, 1.2, 2, 3, 0, /, 2, /

Screening results as filed in PubChem.
